ERAP1 inh: inhibitors of human ERAP1 aminopeptidase; recombinant ERAP1, Leu-AMC fluorescence, 60 min; inhibition, % at 10.7 µM; 0.15% of 340,000 active; AID 652197;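 active = mean replicate inhibition of at least 30%, or all replicates individually reaching that 30% level; inactive = mean below 30% and not every replicate reaching it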;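 also: 0% = neutral control wells and 100% = L-leucinethiol positive control wells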
Xi reactivation: reactivates the inactive X chromosome in mouse fibroblasts | AID 743238 | 0.055% of 360,000 active | XiGFP mouse fibroblasts, % GFP-positive cells imaging, 3 d; cells co-treated with 5-aza-dC sensitizer; scaled so ellipticine positive control = 100% | activation, % at 7.58 µM;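 active = mean normalized replicate activation at least 10% and every replicate at or above 10%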;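 also: 0% = median of on-plate neutral control wells and 100% = ellipticine 6 µM median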
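System: 68-5-11 XiGFP fibroblast line; Timing: 3 days compound exposure; Compound dosing: one concentration, pinned; Benchmarks: positive control ellipticine, 6 µM final; Buffer or medium: DMEM containing 5-aza-dC.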
RAD52 anneal inh: blocks human RAD52 DNA annealing; P43351; recombinant RAD52 DNA annealing, FRET fluorescence; inhibition, % at 18.7 µM; 0.46% of 360,000 active;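 active = every replicate showing at least 50% inhibition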
Target sequence (P43351 whole entry, looked up): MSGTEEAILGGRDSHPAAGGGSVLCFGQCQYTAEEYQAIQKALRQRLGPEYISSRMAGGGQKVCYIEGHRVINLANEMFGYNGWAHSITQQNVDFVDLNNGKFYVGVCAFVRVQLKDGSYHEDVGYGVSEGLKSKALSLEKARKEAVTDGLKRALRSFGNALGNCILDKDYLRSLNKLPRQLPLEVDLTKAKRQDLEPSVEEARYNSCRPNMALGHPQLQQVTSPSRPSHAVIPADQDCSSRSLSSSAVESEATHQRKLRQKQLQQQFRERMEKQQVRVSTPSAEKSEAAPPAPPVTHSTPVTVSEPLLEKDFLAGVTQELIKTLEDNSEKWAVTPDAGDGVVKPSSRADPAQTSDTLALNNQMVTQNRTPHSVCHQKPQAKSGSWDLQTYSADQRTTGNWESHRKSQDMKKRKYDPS
S100A4 MyoIIA: blocks human S100A4 binding to myosin IIA peptide; P26447; S100A4/TAMRA-MyoIIA peptide fluorescence polarization; inhibition, % at 10.7 µM; 0.14% of 360,000 active; AID 652163;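 active = mean inhibition of at least 70% across replicates, with every replicate also reaching that level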
Target sequence (P26447 whole entry, looked up): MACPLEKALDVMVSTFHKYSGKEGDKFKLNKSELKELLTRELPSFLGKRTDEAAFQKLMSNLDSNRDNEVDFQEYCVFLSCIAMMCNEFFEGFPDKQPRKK
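System – human S100A4 monomer protein, biochemical binding assay · Buffer or medium – Calcium-containing HEPES buffer, pH 7.2 · Timing – 5 min between mix addition and reading · Also added – TAMRA-labelled myosin IIA heavy-chain peptide probe, 5 nM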
E-selectin induc: induces E-selectin expression in human endothelial cells; activation, % at 7.58 µM; P16581; 0.37% of 260,000 active; HUVEC E-selectin immunofluorescence imaging; normalized: neutral wells 0, TNF-alpha wells 100; AID 686992;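 active = mean E-selectin-positive cell signal at least 10% of the positive control, reached in at least 60% of replicates, without over 20% cell loss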;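 also: in these data hits start at about 27%; measured in HUVEC primary endothelial cells; signal is the percent of cells scored E-selectin positive by PE staining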
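Test system – human umbilical vein endothelial cells (HUVEC), E-selectin induction · Input – 3,000 HUVEC seeded per well · Buffer or medium – EGM-2, gelatin · Compound dosing – single-point compound dose · Detection – immunofluorescence imaging · Measure – percent E-selectin-positive cells · Controls – TNF-alpha high, DMSO low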
RAD54 inh: RAD54 (human) branch migration inhibition; 0.14% of 360,000 active; inhibition, % at 10.4 µM; RAD54 Holliday junction branch migration, FAM/BHQ fluorescence; AID 602329;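 active = mean normalized replicate activity at least 40 and at least half of replicates scoring 40 or more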;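 also: 0% = median of neutral control wells and 100% = median of positive control wells; inhibitors cause a drop in the FAM fluorescence signal; in these data hits start at about 50%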
esBAF inh: SWI/SNF esBAF complex inhibition; mouse ES cells, Bmi1-luciferase knock-in reporter, 24 h; 100% = twice the neutral-well signal; 2% of 350,000 active; reporter increase, % at 12.5 µM; in the data active = activation above about 40%;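 also: 0% = median of the plate's neutral control wells and 100% = double that signal; a rise in the Bmi1 reporter signal indicates esBAF inhibition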
ERp5 block: inhibitors of human ERp5; Q15084; ERp5 insulin aggregation, absorbance 650 nm, 90 min; inhibition, % at 9.99 µM; 0.05% of 350,000 active;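 active = mean replicate inhibition above about 25%, with every replicate also reaching it, limit read from the data, passing the limit was not always enough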
Target sequence (Q15084 whole entry, looked up): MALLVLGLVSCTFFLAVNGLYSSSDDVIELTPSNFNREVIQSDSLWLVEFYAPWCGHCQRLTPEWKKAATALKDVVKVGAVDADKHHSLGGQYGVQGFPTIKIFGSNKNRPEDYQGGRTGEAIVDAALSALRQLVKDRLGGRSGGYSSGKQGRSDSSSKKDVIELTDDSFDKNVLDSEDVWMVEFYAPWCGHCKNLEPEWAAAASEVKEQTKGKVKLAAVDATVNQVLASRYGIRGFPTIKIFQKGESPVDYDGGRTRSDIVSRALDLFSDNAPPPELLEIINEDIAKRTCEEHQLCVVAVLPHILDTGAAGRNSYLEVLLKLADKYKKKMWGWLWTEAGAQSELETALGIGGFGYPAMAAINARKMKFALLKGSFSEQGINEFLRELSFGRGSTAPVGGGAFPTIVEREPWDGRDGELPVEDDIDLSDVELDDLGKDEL
Starred values were filed as active, the others as inactive; nt = no result given; & = joins results of further samples.

Each structure is followed by: ERAP1 inh	Xi reactivation	RAD52 anneal inh	S100A4 MyoIIA	E-selectin induc	RAD54 inh	esBAF inh	ERp5 block
CCCNC(=O)C1(C)CCCN(Cc2cccc3ccccc23)C1 (configuration not stated)
→ -2	0.2	-19	-12	-0.2	-7	-9	-2
CC(C)NC(=O)N(C)C[C@H]1Oc2ccc(NC(=O)Nc3ccc4c(c3)OCO4)cc2CC(=O)N([C@H](C)CO)C[C@H]1C
→ -1	-0.3	5	6	-0.1	14	4	11
N#Cc1c(NC(=O)CN2CCN(C(=O)c3ccco3)CC2)sc2c1CCCCC2
→ 1	nt	-40	-4	nt	0	7	-1
O=C(C[C@H]1C=C[C@H](NC(=O)c2ccncc2)[C@@H](CO)O1)Nc1ccccc1
→ 0	-0.2	-7	8	-0.1	nt	nt	-8
Cc1oc2cc3oc(=O)c(CCC(=O)N(C)CC(=O)O)c(C)c3cc2c1C
→ 0	0.0	-8	-4	nt	-14	-3	8
COc1ccc(NC(=O)c2ccc(NC(=O)c3ccco3)cc2)c(OC)c1
→ 3	0.1	-16	45	0.1	2	5	0
CC(=O)NC(CCCNC(=S)NC1CCCCC1)C(=O)O (configuration not stated)
→ 0	0.0	-15	-2	nt	nt	nt	4
C[C@H](CO)N1C[C@H](C)[C@@H](CN(C)C(=O)Nc2ccccc2)Oc2c(NS(=O)(=O)c3cccs3)cccc2C1=O
→ 1	1.0&0.1	-9	-6	0.8&-0.1	-9	1&-4	-4
COc1cc(/C=N/N2CCOCC2)ccc1OC(=O)c1ccco1
→ 2	0.2	-17	0	-1.1	nt	nt	-1
Cc1ccc(S(=O)(=O)N2CCCCC2)cc1NC(=O)c1nn(C)c(=O)c2ccccc12
→ -2	-0.1	-9	0	1.5	nt	nt	-3
O=C(N1CCOCC1)N1[C@H](COCc2ccccc2)C=CS1(=O)=O
→ -1	-0.2	-13	7	-0.2	1	7	2
COc1ccc(OC)c(-n2c(=O)c3ccccc3c3ccccc3c2=O)c1
→ -1	0.2	-9	2	0.8	-8	nt	-3
CCOC(=O)c1c(C)[nH]c(C(C)=NNC(=O)Cn2nc(C)cc2C)c1C
→ -3	0.3	-2	-7	nt	-13	5	7
CC(C)C1C(c2ccccc2)NC(c2ccccc2)CC1(O)c1ccc(F)cc1 (configuration not stated)
→ -2	0.1	-8	3	-0.1	-1	nt	-3
CC(C)CC#Cc1ccc([C@H]2[C@@H](CO)N3CCCCN(S(=O)(=O)c4ccc(F)cc4)C[C@@H]23)cc1
→ -2	0.5	-1	-3	-0.2	-2	1	-1
COc1ccc2ccccc2c1-c1csc(N)n1
→ 0	0.0	-12	2	1.5	6	10	-3
O=C(CCC(=O)OCc1ccc(C(=O)Oc2ccc(Cl)cc2)cc1)Nc1ccccc1
→ nt	0.5	nt	nt	-0.2	-4	2	nt
COc1ccccc1NC(=O)N1C[C@@H](O)COC[C@@H]2O[C@@H](CC(=O)N3CCC(Cc4ccccc4)CC3)CC[C@H]21
→ 1	0.1	1	8	0.3	2	5	3
COc1cccc(OCc2cc(C(=O)N(Cc3nccn3C)C(C)C)no2)c1
→ -1	0.0	-7	0	1.3	0	3	2
COc1ccc(Cn2nnnc2CN(Cc2cc3cc(C)ccc3[nH]c2=O)C2CCCC2)cc1
→ 0	nt	-73	-11	nt	-5	10	11
O=C(C[C@@H]1C=C[C@H](NC(=O)Nc2ccc3c(c2)OCO3)[C@H](CO)O1)NCc1ccc(Cl)cc1
→ 7	0.1	-2	4	-2.2	6	-2	-1
C[C@H](CO)N1C[C@H](C)[C@H](CN(C)Cc2ccccc2)OCCCC[C@H](C)Oc2ccc(NC(=O)CCCN(C)C)cc2C1=O
→ 0	7.4	7	0	0.1	6	3	-1
COc1ccccc1NS(=O)(=O)c1cccc(NC(=O)C(C)NC(=O)c2ccco2)c1 (configuration not stated)
→ 1	0.0	1	0	1.8	12	-2	-2
O=C(Nc1nc(-c2ccco2)c(-c2ccco2)s1)c1cnccn1
→ 5	0.0	-24	-1	-0.2	nt	nt	0
O=C(O)c1ccc(/C=C2\CCCc3c2nc2ccccc2c3C(=O)O)cc1
→ 3	0.1	-29	0	nt	7	-2	5
COc1ccc(CCNC(=O)C2CCCN(S(=O)(=O)c3cc(C)ccc3OC)C2)cc1OC (configuration not stated)
→ -2	0.0	-14	-5	0.2	5	0	-14
O=C(C[C@@H]1C[C@H]2c3cc(NC(=O)Nc4ccc(F)cc4)ccc3O[C@H]2[C@@H](CO)O1)NCC1CC1
→ nt	0.0	nt	nt	0.1	-6	4	nt
N#CCC(=O)Nc1ccc(C(=O)OCC(=O)NC(=O)Nc2ccc3c(c2)OCCO3)cc1
→ -1	0.1	-3	-7	-0.6	0	61*	-2
Cc1cccc(C(=O)Nc2ccc(C(=O)N/N=C/c3cccc(C)n3)cc2)c1
→ 4	0.1	-11	-2	0.0	-1	14	0
Cc1cc(NC(=O)C2CCCCC2C(=O)O)ccc1NC(=O)c1ccccc1 (configuration not stated)
→ -4	0.2	-7	0	-0.3	-27	-4	-3
COc1ccc(S(=O)(=O)Nc2ccc3c(c2)C(=O)N([C@H](C)CO)C[C@@H](C)[C@H](CN(C)C(=O)c2ccncc2)OCCCC[C@@H](C)O3)cc1
→ 1	-1.1	5	17	-0.3	-1	6	1
Cc1cccc(NC(=O)CNC(=O)c2cc(S(=O)(=O)N(C)C)ccc2N2CCCC2)c1C
→ 3	0.0	-12	-5	0.0	-8	2	6
CNC(=O)C[C@H]1CC[C@@H]2[C@H](COc3ccc(NC(=O)Nc4cccc(C)c4)cc3C(=O)N2C)O1
→ 1	0.3	0	3	0.3	8	4	1
Nc1c(-c2ccccc2)c(CSc2nc3ccccc3[nH]2)nn1-c1cccc(Cl)c1
→ -6	0.7	-28	1	-0.2	nt	nt	7
S=C(NCCc1ccccc1)N1CCN(C(c2ccccc2)c2ccccc2)CC1
→ 3	0.0	-16	30	nt	-9	nt	-1
C[C@H](CO)N1C[C@H](C)[C@H](CN(C)Cc2ccc3c(c2)OCO3)Oc2ccc(NS(=O)(=O)c3ccccc3)cc2C1=O
→ -1	-0.1	-1	7	-0.4	-10	-1	1
COc1ccc(S(=O)(=O)NNC(=O)Nc2ccc(F)cc2)cc1
→ nt	-0.1	-10	-9	1.7	7	nt	-1
C[C@@H]1CN([C@@H](C)CO)C(=O)c2cc(C3=CCCC3)cnc2O[C@H]1CN(C)C(=O)c1ccccc1
→ 2	-0.7	-9	3	1.5	5	-2	4
Cc1ccc(-c2nnc(SCC(=O)NC3CCS(=O)(=O)C3)nc2-c2ccc(C)cc2)cc1 (configuration not stated)
→ 7	0.0	-28	-5	nt	nt	nt	2
CCOC(=O)c1sc(N2C(=O)C(O)=C(C(=O)c3ccco3)C2c2ccc([N+](=O)[O-])cc2)nc1C (configuration not stated)
→ 4	0.3	-27	-14	0.7	-5	2	9
O=C(NC(=S)NCC1CCCO1)C(c1ccccc1)c1ccccc1 (configuration not stated)
→ 4	0.2	6	10	0.1	nt	nt	-2
Cc1ccc(OCC(=O)N2C(C)CCCC2C)c([N+](=O)[O-])n1 (configuration not stated)
→ -1	-0.1	-7	1	nt	0	2	-11
O=C(COc1ccc2ccccc2c1)N1CCNCC1
→ 3	0.1	-2	-3	0.2	-11	-3	8
CCc1ccc(NC(=O)C(=O)NNC(=O)c2ccc(OC)cc2)cc1
→ 0	0.2	0	-1	1.9	2	3	-1
COCC(=O)Nc1ccc2c(c1)OC[C@@H](C)N(Cc1cccnc1)C[C@H](C)[C@@H](OC)CN(C)C2=O
→ 2	0.3	2	-2	-0.1	-3	-6	-6
COc1ccc(S(=O)(=O)NCCc2ccccc2)cc1OC
→ -2	-0.1	-18	-2	nt	-7	1	5
CCOC(=O)c1sc(SC)c2c1CCC/C2=N/OC
→ -4	-0.1	-12	2	nt	1	-3	nt
CCOC(=O)C1(C)CCCN(C(=O)c2snnc2C)C1 (configuration not stated)
→ 3	0.1	-7	-1	0.0	6	-3	0
COc1cc(C)ccc1OCCOCCOc1ccc([N+](=O)[O-])cc1
→ 9	0.2	-11	-9	-2.6	nt	1	12
CO[C@@H]1CN(C)C(=O)c2cc(NC(=O)C3CCOCC3)ccc2OC[C@H](C)N(Cc2cccnc2)C[C@@H]1C
→ nt	0.3	-2	0	0.1	-16	-2	-8

Taken from the results shown, 2 compounds:
Each structure is followed by: ERAP1 inh	Xi reactivation	RAD52 anneal inh	S100A4 MyoIIA	E-selectin induc	RAD54 inh	esBAF inh	ERp5 block
COc1cc(C)ccc1OCCOCCOc1ccc([N+](=O)[O-])cc1
→ 9	0.2	-11	-9	-2.6	nt	1	12
CO[C@@H]1CN(C)C(=O)c2cc(NC(=O)C3CCOCC3)ccc2OC[C@H](C)N(Cc2cccnc2)C[C@@H]1C
→ nt	0.3	-2	0	0.1	-16	-2	-8

(list continues)
Each structure is followed by: ERAP1 inh	Xi reactivation	RAD52 anneal inh	S100A4 MyoIIA	E-selectin induc	RAD54 inh	esBAF inh	ERp5 block
O=C(Cc1ccccn1)NCC[C@@H]1CC[C@@H](NC(=O)Nc2ccc(C(F)(F)F)cc2)[C@H](CO)O1
→ 0	0.2	-23	-13	0.1	-7	-2	-7
C[C@H](CO)N1C[C@H](C)[C@H](CN(C)Cc2ccc(Oc3ccccc3)cc2)Oc2c(NS(C)(=O)=O)cccc2C1=O
→ 3	-0.1	-10	-10	31*	0	-1	-4
CCOc1ccc(-c2nc(N)ncc2-c2ccc(Cl)cc2)c(O)c1
→ -1	0.0	-12	-6	nt	9	2	-2
CCCC#Cc1ccc2c(c1)O[C@H](CN(C)C(=O)NCCC)[C@H](C)CN([C@@H](C)CO)S2(=O)=O
→ 0	-0.2	16	-6	0.1	-2	-5	0
C[C@H](CO)N1C[C@H](C)[C@H](CN(C)S(=O)(=O)c2ccccc2)Oc2ccc(NS(=O)(=O)c3ccccc3)cc2C1=O
→ 1	0.0	-7	6	-15	0	3	-1
O=C(NCC(c1ccco1)N1CCc2ccccc2C1)C(=O)Nc1cc(F)ccc1F (configuration not stated)
→ 2	0.0	-5	-3	nt	4	1	-3
CC1CCN(C2(O)C(=O)Nc3ccc(Cl)cc32)CC1 (configuration not stated)
→ 0	0.2	-2	0	nt	4	-2	-3
O=C([C@H]1[C@H](CO)[C@H]2Cn3c(ccc(-c4cncnc4)c3=O)[C@H]2N1CC1CC1)N1CCCCC1
→ 1	0.1	-9	7	-0.2	2	3	5
O=C(c1cccnc1)N(Cc1ccccc1)C(=O)c1cccnc1
→ -7	0.0	-18	-33	0.0	-14	6	1
O=C(CN1CCN(C(=O)CCC(=O)N2CCC(c3ccccc3)=N2)CC1)Nc1ccc(F)cc1
→ 0	0.1	-4	-3	nt	1	6	5
CCOC(=O)c1ccc(N=Cc2c(O)c3ccccc3oc2=O)cc1
→ 3	0.1	-71	-10	0.1	nt	6	4
Nc1n[nH]c(=S)n1-c1ccc(Cl)cc1
→ 4	0.0	9	-6	-0.1	0	-2	-6
CCOC(=O)C1(Cc2ccccc2C)CCCN(C(=O)c2ccc(C(C)=O)s2)C1 (configuration not stated)
→ -1	0.1	-17	-1	0.2	-11	7	3
CC(C)NC(=O)Nc1ccc2c(c1)C(=O)N([C@H](C)CO)C[C@H](C)[C@H](CN(C)Cc1ccccc1)O2
→ 0	0.1	3	-30	-0.3	3	0	1
O=C1CS(=O)(=O)C(c2ccccc2)N1c1ccc(Cl)cc1 (configuration not stated)
→ -2	nt	4	11	nt	-5	nt	-1

Screens as filed in PubChem BioAssay.
